# M. tuberculosis GlmU: inhibition of mycobacterial GlmU enzyme – biochemical, glucosamine-1-phosphate acetyltransferase (AID 1376) | inhibition, %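 (tested at 30 µM in the primary screen)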; hits with a dose series show IC50 in µM | M. tuberculosis GlmU acetyltransferase enzyme assay; higher % means a stronger effect | 220,000 tested, 0.25% active; in the data active means inhibition above about 13%;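 further: 0% = complete reaction with vehicle and 100% = reaction without substrate; strong numbers were not always called active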
# RmlCD inh 1536: blocks M. tuberculosis RmlC and RmlD coupled enzymes. AID 1533. 160,000 tested, 0.03% active. inhibition, % at 3.6 µM. P9WH09+P9WH11. RmlC+RmlD coupled enzyme assay, percent inhibition; primary screen in compound mixtures; in the data active means inhibition mostly above about 34%, no sharp cut-off; further: some results filed as inactive read as strong as hits
# Target sequence (P9WH09 whole entry, looked up): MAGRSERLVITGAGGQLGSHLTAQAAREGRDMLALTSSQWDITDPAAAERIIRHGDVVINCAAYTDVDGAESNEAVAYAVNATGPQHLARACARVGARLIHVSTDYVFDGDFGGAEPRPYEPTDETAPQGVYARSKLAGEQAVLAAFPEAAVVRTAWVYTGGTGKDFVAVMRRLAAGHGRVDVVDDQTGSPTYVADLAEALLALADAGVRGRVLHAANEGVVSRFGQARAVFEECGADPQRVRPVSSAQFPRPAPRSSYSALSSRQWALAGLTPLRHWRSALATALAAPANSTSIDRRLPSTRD
# Target sequence (P9WH11 whole entry, looked up): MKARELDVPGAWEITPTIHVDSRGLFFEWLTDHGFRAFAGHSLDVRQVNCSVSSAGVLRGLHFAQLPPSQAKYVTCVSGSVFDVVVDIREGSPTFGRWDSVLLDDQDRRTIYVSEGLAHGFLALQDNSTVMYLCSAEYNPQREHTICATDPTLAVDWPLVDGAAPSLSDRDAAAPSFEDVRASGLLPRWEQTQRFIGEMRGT
# An asterisk follows results filed as active; . = not tested or not shown.
mol	M. tuberculosis GlmU	RmlCD inh 1536
CCOc1ccc(-c2nnn(CC(=O)NCc3ccc4c(c3)OCO4)n2)cc1	-0.1%	.
Cc1cc(C)n(Cc2ccc(C(=O)NN)o2)n1	.	3.4
CCC1SC2=NCCN2C1(O)c1ccc(Cl)cc1 (stereo not drawn)	-6.0%	.
O=C(Cn1cnc2c(oc3ccccc32)c1=O)NCc1ccco1	-2.8%	1.6
CCOC(=O)Cn1c(=NC(=O)c2cc(-c3cccs3)nc3ccccc23)sc2cc(S(N)(=O)=O)ccc21	-3.3%	9.5
Cc1ccc2cc(C3CC(c4ccco4)=NN3C(=O)CCCC(=O)O)c(Cl)nc2c1 (stereo not drawn)	-4.8%	12.1
CC1CCCCC12NC(=O)N(CC(=O)c1ccc[nH]1)C2=O (stereo not drawn)	-1.7%	-5.0
Cc1ccccc1Cc1c(C)nc2c(C(=O)N3CCN(Cc4ccc5c(c4)OCO5)CC3)cnn2c1C	-0.3%	.
O=c1[nH]c(Cc2ccc(F)cc2)nc2scc(-c3ccc(F)cc3)c12	1.0%	0.5
CCOC(=O)c1[nH]c2ccc(OC)cc2c1NC(=S)N1CCN(c2ccccc2)CC1	-2.8%	-12.8
O=C(/C=C/c1ccccc1)NC(=S)N1CCSCC1	0.8%	6.3
CC(=O)Nc1nnc(Cc2ccccc2)s1	-0.5%	.
Cc1nnc(SCCn2c(N3CCN(C)CC3)nc3c2c(=O)n(C)c(=O)n3C)s1	6.0%	-7.9
N=C1C(c2nc3ccccc3s2)=C(O)CN1CCCO	-4.5%	7.6
CCCCN1C(=O)N(c2nnc(C(C)(C)C)s2)C(O)C1c1ccc(C)cc1 (stereo not drawn)	0.9%	10.0
COc1cccc(CN2CCN(Cc3c(C)nn(C(C)C)c3C)CC2CCO)c1 (stereo not drawn)	8.3%	8.1
COC(=O)c1sc2nc(N3CCCCC3)c3c(c2c1N)CC(C)(C)N(C)C3	3.2%	.
CCOC(=O)/C(C#N)=C/c1cc2ccccc2nc1Cl	4.2%	35.6
CC1CCc2c(sc(NC(=O)COC(=O)c3ccccc3NCc3ccco3)c2C#N)C1 (stereo not drawn)	7.0%	.
O=C(CCC1CCCC1)N1CCN(C2CCCC2)CC1	-3.9%	11.6
Cc1nnc(SCC(=O)NCC2CCCCC2)n(N)c1=O	1.8%	-13.5
Cc1cc(NC(=O)COC(=O)c2ccco2)no1	1.4%	-12.0
CCOc1c(Cl)cc(/C=N/O)cc1OC	2.4%	.
Cc1cc(OCc2nn[nH]n2)c2c(-c3ccccc3)cc(=O)oc2c1	.	15.9
Cc1ccc(N/N=C(\C#N)C(=N)N2CCCCCC2)cc1	-0.3%	-2.1
Cc1ccc(NC(=O)CN2CCCCC2)c2c1CC(C)(C)O2	-3.0%	-11.9
CCC/S(CC1CC1(Cl)Cl)=N\S(=O)(=O)c1ccc(C)cc1 (stereo not drawn)	-4.3%	11.5
CSc1nncc(-c2ccc(F)cc2)n1	-6.1%	.
CCCCOc1ccc(-c2nnn(C(C)(C)C(=O)OC)n2)cc1	-2.1%	-3.2
COCc1nnc(NC(=O)c2ccc(S(=O)(=O)N(C)C3CCCCC3)cc2)o1	1.0%	7.2
O=C(CNC(=O)c1ccncc1)N/N=C/c1cc(Br)ccc1OCc1ccccc1	-2.8%	2.1
Cc1[nH]nc2c1C(c1ccccc1F)NC2=O (stereo not drawn)	-2.2%	7.4
CCc1ccc(N(C(C)=O)c2nc(CCl)cs2)cc1	-4.5%	.
CCOc1ccccc1C1N(c2ccc(F)cc2)C(=O)C2CCCN21 (stereo not drawn)	0.6%	.
Nc1c(-c2ccccn2)cnn1-c1nc(-c2ccc(F)cc2)cs1	4.6%	-5.3
COc1ccc(OC)c(S(=O)(=O)N2CCC(C(=O)N3CCc4ccccc4C3)CC2)c1	1.4%	7.0
Nc1ccc2oc3ccccc3c2c1	-3.4%	37.4
O=C(CN1C(=O)S/C(=C/c2cccnc2)C1=O)N1CCOCC1	6.0%	.
COc1ccc(N2CCN(C(=O)C(=O)c3c(C)n(C)c4ccccc34)CC2)cc1	-5.3%	-6.8
CCCc1nc2ccccc2c(=O)n1NC(=O)c1c(O)c2cccc3c2n(c1=O)CCC3	-7.0%	.
CCc1nnc(N2C(=N)SCC2=O)s1	-0.1%	47.2
O=C(NN(C(=O)C1CC1)c1nc2ccccc2s1)C1CC1	-3.8%	-11.2
C=CCn1c(C)cc(C)c(C#N)c1=O	1.8%	21.3
N#Cc1c(-c2ccco2)ccn(Cc2ccc(F)cc2)c1=O	-1.8%	4.4
COc1ccc(/C=C2\SC(=S)N(N3CCOCC3)C2=O)c(OC)c1	-6.3%	27.8
CN(C)C(=O)c1ccc(N/C=C(\C=O)c2nc3ccccc3o2)cc1	3.4%	-2.9
O=C(Nc1ccc(Cl)cc1C(=O)c1ccccc1Cl)c1ccco1	1.8%	10.0
O=C(c1cnn2c(C(F)(F)F)cc(-c3cccs3)nc12)N1CCOCC1	-1.9%	6.5
CCOc1ccc(NC(=O)C2CCCN(C)C2)cc1 (stereo not drawn)	-2.7%	7.4
O=C(c1ccccc1)c1cnc[nH]1	-11.3%	41.2
CCNc1nc(NCC)n2c(SCC(=O)Nc3ccc(C(F)(F)F)cc3[N+](=O)[O-])nnc2n1	-2.8%	11.4
O=C(c1ccc(Br)s1)N1CCN(C/C=C/c2ccccc2)CC1	0.7%	.
C/C(CC(=O)N(C(C)C)C(C)C)=N\NC(=O)COc1ccc(Br)cc1Br	-1.2%	.
CC1(C)Cc2nc(N)c(=O)sc2C1	4.8%	-4.2
O=C(CCCOc1ccc(Cl)cc1)N1CCCCC1	0.9%	13.4
O=C(O)c1ccccc1/C=N/N1CCN(C2c3ccccc3-c3ccccc32)CC1	4.3%	3.0

# Continued:
mol	M. tuberculosis GlmU	RmlCD inh 1536
COc1cccc(CN2CCNC(=O)C2CC(=O)N(C)CCc2ccccn2)c1OC (stereo not drawn)	0.1%	-10.0
Cc1ccccc1Cn1cc(NC(=O)CCCn2nc([N+](=O)[O-])cc2C)cn1	4.0%	9.0
CCOC(=O)C1CCN(C(=O)C23CC4CC(CC(C4)C2)C3)CC1	7.4%	27.9
O=C(c1cccc2ccccc12)N1CCN(c2ccc([N+](=O)[O-])c(N3CCOCC3)c2)CC1	-6.5%	7.4
O=C1CC(NC(=O)C(F)(F)F)c2cc3c(cc21)OCO3 (stereo not drawn)	2.6%	-12.0
CC(NC(=O)c1cc(-c2cccs2)on1)c1ccccc1 (stereo not drawn)	1.6%	3.6
O=C(CCNc1n[nH]c(=O)[nH]c1=O)N1CCCCC1	-0.1%	9.1
CC1(C)Cc2nc(Cl)c(C#N)cc2CO1	5.5%	.

# The closing 5 entries of the section before lead into the next.
mol	M. tuberculosis GlmU	RmlCD inh 1536
O=C(c1cccc2ccccc12)N1CCN(c2ccc([N+](=O)[O-])c(N3CCOCC3)c2)CC1	-6.5%	7.4
O=C1CC(NC(=O)C(F)(F)F)c2cc3c(cc21)OCO3 (stereo not drawn)	2.6%	-12.0
CC(NC(=O)c1cc(-c2cccs2)on1)c1ccccc1 (stereo not drawn)	1.6%	3.6
O=C(CCNc1n[nH]c(=O)[nH]c1=O)N1CCCCC1	-0.1%	9.1
CC1(C)Cc2nc(Cl)c(C#N)cc2CO1	5.5%	.
O=C(CN1CCN(Cc2ccccc2Cl)C1=O)NCc1ccco1	-2.9%	-17.2
Cc1ccc(NC(=O)/C=C\C(=O)NCC(=O)O)cc1C	-0.1%	-7.4
CCNc1nc(NCC)nc(N(C#N)C(C)C)n1	4.3%	35.6
CCN1C(=O)CC(C(=O)O)SC1=Nc1ccc(OC)cc1 (stereo not drawn)	-6.9%	17.6
CCOC(=O)/C(=N\Nc1cc(Cl)ccc1Cl)N1CCOCC1	-3.8%	-7.1
CCOC(=O)c1c(C)n(C(=O)c2ccco2)c(=O)n1C(=O)c1ccco1	1.4%	.
CCOC(=O)c1cnc(-n2nc(C)cc2C)nc1NC(C)c1ccccc1 (stereo not drawn)	-4.0%	11.5
CCN(CC)S(=O)(=O)c1cccc(C(=O)N/N=C/c2ccc(N3CCOCC3)cc2)c1	-2.7%	1.9
Cc1nc(C(=O)N/N=C/c2[nH]ncc2Br)cs1	-0.9%	7.1
CCC(=O)NC(Nc1cccc(C)n1)(C(F)(F)F)C(F)(F)F	-3.1%	.
COc1ccc(C(=S)N2CCOCC2)cc1OC(=O)c1cccc([N+](=O)[O-])c1	8.6%	5.8
CCOC(=O)N1CCc2c(sc(NC(=O)CN3CCOCC3)c2C(=O)Nc2ccccc2)C1	7.3%	-9.2
COc1cc(NC(=O)COC(=O)c2ccc(S(=O)(=O)N3CC(C)CC(C)C3)cc2)c(C)cc1[N+](=O)[O-] (stereo not drawn)	-5.6%	1.4
O=c1c2ccccc2nc(SCc2ccc([N+](=O)[O-])cc2)n1-c1ccccc1	-3.5%	8.7
O=C(NC1CCCCC1)N1CCN(c2nc(-c3ccccc3)cs2)CC1	3.3%	-10.4
O=C(NC(=S)Nc1cc(C(F)(F)F)ccc1N1CCOCC1)c1ccco1	-0.5%	6.8
O=C1OCCC1Sc1nnc(-c2ccc(Cl)cc2Cl)o1 (stereo not drawn)	-0.4%	.
CC(=O)OCC(=O)C1(O)CCC2C3CCC4=CC(=O)C=CC4(C)C3C(O)CC21C (stereo not drawn)	-6.8%	.
CC1CCN(C(=O)CN2C(=O)C(=O)c3ccccc32)CC1	-4.3%	.
CCOc1ccc(/C=C2\N=C(c3cccs3)OC2=O)cc1OC	2.2%	.
Oc1cccc(/C=N/Nc2cc(N3CCCC3)nc(N3CCCC3)n2)c1	-1.6%	2.3
Cc1cc(NC(=O)Cc2csc(-c3ccccc3)n2)ccc1Br	-2.2%	8.9
O=C(CSc1nnc(-c2ccncc2)o1)Oc1ccccc1	-4.0%	10.8
O=C(Nc1ccccc1[N+](=O)[O-])c1cc2ccccc2nc1Cl	-6.8%	-3.9
Cc1cc(C(=O)O)cc(S(=O)(=O)N2CCOCC2)c1C	5.4%	3.7
NNC(=O)CN(CCc1ccccc1)S(=O)(=O)c1ccc(Cl)cc1	-5.1%	4.4
CCc1c(C)sc(NC(=O)Cn2nc(C)c([N+](=O)[O-])c2C)c1C(N)=O	2.9%	.
C=CCn1c(SCc2cc(=O)n3cc(C)ccc3n2)nnc1-c1cccc(C)c1	3.1%	11.1
Cc1ccc2nc3nc(NCC4CCCO4)c(C(=O)NC4CCCCC4)cc3c(=O)n2c1 (stereo not drawn)	5.5%	2.1
CCOc1ccc(-c2nnn(CC(=O)NCc3ccco3)n2)cc1	6.1%	-1.2
FC(F)(F)c1ccc(C2[C@H]3CN(Cc4cccnc4)[C@H](c4ccccc4)C34CC2(c2cccnc2)C4)cc1 (stereo partly drawn)	-3.0%	.
CCOC(=O)C1(Cc2ccccc2)CCN(Cc2ccc(C3CCCCO3)s2)CC1 (stereo not drawn)	-1.0%	-0.7
O=[N+]([O-])c1c(NCCCO)cc(Sc2ccc(Cl)cc2)c2nonc12	1.0%	.
COc1cccc(CN2CCN(S(=O)(=O)c3ccc(NC(C)=O)cc3)CC2)c1OC	-7.8%	11.7
COCCOC(=O)C1=C(C)N(c2ccccc2)C(=O)NC1c1cccc([N+](=O)[O-])c1 (stereo not drawn)	-0.5%	5.4
CC(=O)N1CC2([N+](=O)[O-])CN(C(C)=O)CC([N+](=O)[O-])(C1)C2(C)C	5.6%	-0.2
Cc1ccc(-n2c(O)c(C=NCc3ccccn3)c3ccccc3c2=O)cc1C	-1.3%	.
O=C(NCCCN1CCOCC1)c1ccc(Br)cc1	4.8%	.
Cc1sc2nc(-c3ccncc3)[nH]c(=O)c2c1-c1ccccc1	2.1%	.
COc1ccc(C(=O)NCc2nnc(SCC(=O)N3CCC(C)CC3)o2)cc1	0.8%	-15.3
NC(=O)N/N=C(/CCCCCC/C(=N\NC(N)=O)c1ccccc1)c1ccccc1	0.6%	11.7
N#C/C(=C(/O)CN1CCCCC1)c1nc(-c2ccc(Cl)cc2)cs1	2.0%	.
O=c1onc(-c2cccs2)n1Cc1ccccc1	-1.3%	.
COc1ccc(CC(=S)N2CCOCC2)cc1	9.0%	.
CC(=O)NC1(C(F)(F)F)C(=O)Nc2c1c(=O)[nH]c(=O)n2-c1ccccc1 (stereo not drawn)	-3.3%	.
Nc1cc(C(=O)N/N=C/c2cccc([N+](=O)[O-])c2)n[nH]c1=O	2.2%	-9.1
CCn1nc(C(=O)O)c(=O)c2cc3c(cc21)OCO3	-7.2%	.
Cc1nc2cc(-c3cccc(F)c3)nn2c(C)c1CCC(=O)N1CCC2(CC1)OCCO2	2.8%	-11.3
CCn1c(SCC(=O)c2[nH]c(C)c(C(C)=O)c2C)nnc1-c1cccs1	-0.3%	8.3
CCOC(=O)N1CCN(C(=O)CSc2nnc(-c3ccccc3OC)o2)CC1	-6.1%	9.2
Cc1ccc(C(=O)N2CCCC2)cc1S(=O)(=O)Nc1cccc(C)c1C	5.4%	-7.2
CC(=O)c1cc2c(cc1NC(=O)CN1CCCCCCC1)OCO2	6.2%	.
O=S(=O)(NCC(c1ccco1)N1CCN(c2ccc(F)cc2)CC1)c1ccc2c(c1)OCCO2 (stereo not drawn)	3.4%	-9.8
COc1ccc(F)cc1C(=O)C1CCCN(Cc2c[nH]c3ccccc23)C1 (stereo not drawn)	5.5%	4.0

# An excerpt. The share of hits here may be higher or lower than overall.
